Screening data from PubChem BioAssay.
BioA inh = BioA (M. tuberculosis) enzyme inhibition. inhibition, % at 9.99 µM. actives 0.096% (n = 360,000). purified M. tuberculosis BioA enzyme, plate reader; in the data active means inhibition above about 40%
The depositor's hits bear a star.

Screening CC(C)(C)[S@](=O)N1Cc2cc(C(=O)N3CCc4ccccc4C3)nc(-c3cccc(-c4cncnc4)c3)c2[C@@H]1CCO returned BioA inh -1.3.
Screening CN1C(=O)c2cc(NC(=O)NC3CCCC3)ccc2OC[C@H]2O[C@H](CC(=O)NCC3CC3)CC[C@@H]21 returned BioA inh -2.7.
`COc1ccc(CNC(=O)C[C@H]2C[C@@H]3c4cc(NC(=O)C5CCC5)ccc4O[C@@H]3[C@@H](CO)O2)cc1` gave BioA inh -3.5.
Screening C[C@H](O)C#Cc1ccc([C@H]2[C@H]3CN(C(=O)Nc4ccccc4)CCCCN3[C@H]2CO)cc1 returned BioA inh -1.5.
CCC(=O)N1C[C@@H]2[C@H](c3ccccc31)[C@H](CO)N2Cc1cc(F)ccc1F was read as BioA inh 3.0.
CC(C)NC(=O)N(C)C[C@H]1Oc2ncc(-c3cccc(C#N)c3)cc2C(=O)N([C@@H](C)CO)C[C@@H]1C was read as BioA inh -0.4.
Screening COc1ccc(S(=O)(=O)N(C)C[C@@H]2Oc3ccc(NC(=O)Cc4cn(C)c5ccccc45)cc3C(=O)N([C@H](C)CO)C[C@@H]2C)cc1 returned BioA inh -1.3.
O=C(NCC[C@H]1CC[C@@H](NC(=O)C2CCC2)[C@H](CO)O1)c1ccc(F)cc1 was read as BioA inh -2.8.
`COC(=O)C[C@H]1CC[C@H]2[C@H](COc3ccc(NC(=O)c4cccc(OC)c4)cc3C(=O)N2C)O1` gave BioA inh 1.5.
`Cc1noc(C)c1NC(=O)N(C)C[C@H]1Oc2ccc(NC(=O)Nc3ccc4c(c3)OCO4)cc2C(=O)N([C@H](C)CO)C[C@H]1C` gave BioA inh 5.9.
`CC=Cc1ccc2n(c1=O)C[C@@H]1[C@@H](CO)[C@H](C(=O)NC3Cc4ccccc4C3)[C@H]2N1C(C)=O` (mixture of isomers) gave BioA inh 0.3.
C[C@@H]1CN([C@H](C)CO)C(=O)c2cc(NC(=O)CCC(F)(F)F)ccc2O[C@H]1CN(C)Cc1ccc(-c2ccccc2)cc1 was read as BioA inh -2.0.
Screening C[C@H](CO)N1C[C@H](C)[C@@H](CN(C)Cc2ccc(Cl)c(Cl)c2)Oc2ccc(NS(=O)(=O)c3cccs3)cc2C1=O returned BioA inh 0.6.
For C[C@H]1CN([C@@H](C)CO)S(=O)(=O)c2ccc(-c3ccc(C(=O)N(C)C)cc3)cc2O[C@H]1CN(C)Cc1ccccc1C(=O)O the results were BioA inh 0.2.
For COc1ccc(NC(=O)Nc2ccc3c(c2)CC(=O)N([C@H](C)CO)C[C@H](C)[C@H](CN(C)C(=O)NC2CCCCC2)O3)cc1 the results were BioA inh 0.0.
For COc1cccc(NC(=O)C[C@@H]2CC[C@H]3[C@@H](COc4ccc(NC(=O)C5CC5)cc4C(=O)N3C)O2)c1 the results were BioA inh 17.
`C[C@@H]1CN([C@@H](C)CO)C(=O)c2cc(-c3ccncc3)cnc2O[C@H]1CN(C)C(=O)NC1CCCC1` gave BioA inh -1.4.
Screening C[C@H]1CN([C@@H](C)CO)C(=O)c2cccc(NC(=O)Nc3ccc(F)cc3)c2O[C@H]1CN(C)C(=O)Nc1ccccc1 returned BioA inh 0.7.
O=C(CN1CCOCC1)N1CCCCN2[C@H](CO)[C@H](c3ccc(-c4ccccc4)cc3)[C@@H]2C1 was read as BioA inh 2.7.
Screening CC(C)NC(=O)N(C)C[C@@H]1OCCCC[C@@H](C)Oc2ccc(N(C)C)cc2C(=O)N([C@@H](C)CO)C[C@@H]1C returned BioA inh -0.3.

Copied from the results shown (six entries):
For COc1ccc(NC(=O)Nc2ccc3c(c2)CC(=O)N([C@H](C)CO)C[C@H](C)[C@H](CN(C)C(=O)NC2CCCCC2)O3)cc1 the results were BioA inh 0.0.
For COc1cccc(NC(=O)C[C@@H]2CC[C@H]3[C@@H](COc4ccc(NC(=O)C5CC5)cc4C(=O)N3C)O2)c1 the results were BioA inh 17.
`C[C@@H]1CN([C@@H](C)CO)C(=O)c2cc(-c3ccncc3)cnc2O[C@H]1CN(C)C(=O)NC1CCCC1` gave BioA inh -1.4.
Screening C[C@H]1CN([C@@H](C)CO)C(=O)c2cccc(NC(=O)Nc3ccc(F)cc3)c2O[C@H]1CN(C)C(=O)Nc1ccccc1 returned BioA inh 0.7.
O=C(CN1CCOCC1)N1CCCCN2[C@H](CO)[C@H](c3ccc(-c4ccccc4)cc3)[C@@H]2C1 was read as BioA inh 2.7.
Screening CC(C)NC(=O)N(C)C[C@@H]1OCCCC[C@@H](C)Oc2ccc(N(C)C)cc2C(=O)N([C@@H](C)CO)C[C@@H]1C returned BioA inh -0.3.

The listing continues:
Screening O=C(N[C@H]1CC[C@H](CCn2cc(-c3cccnc3)nn2)O[C@H]1CO)c1ccccc1F returned BioA inh 7.3.
Screening COc1cccc(S(=O)(=O)N2CCCCN3[C@H](CO)[C@H](c4ccc(-c5ccccc5)cc4)[C@@H]3C2)c1 returned BioA inh -0.9.
COc1ccc(S(=O)(=O)N(C)C[C@@H]2Oc3ccc(NS(C)(=O)=O)cc3CC(=O)N([C@H](C)CO)C[C@H]2C)cc1 was read as BioA inh -0.2.
For COc1ccccc1-c1cnc2c(c1)C(=O)N([C@H](C)CO)C[C@H](C)[C@H](CN(C)C(=O)c1cccnc1)O2 the results were BioA inh -1.9.
Screening C[C@H](CO)N1C[C@H](C)[C@H](CN(C)S(=O)(=O)c2cccs2)Oc2ncc(C#Cc3ccc(F)cc3)cc2C1=O returned BioA inh -0.5.
Cc1noc(C)c1NC(=O)N(C)C[C@H]1OCc2ccccc2-c2ccccc2C(=O)N([C@H](C)CO)C[C@H]1C was read as BioA inh -1.5.
Screening C/C=C/c1cnc2c(c1)C(=O)N([C@H](C)CO)C[C@H](C)[C@@H](CN(C)C(=O)c1cnccn1)O2 returned BioA inh 1.6.
Screening COc1ccc(NC(=O)N(C)C[C@@H]2Oc3ncc(C#CCN(C)C)cc3C(=O)N([C@@H](C)CO)C[C@H]2C)cc1 returned BioA inh -3.0.
For COc1ccc(NC(=O)N(C)C[C@@H]2OCCCC[C@H](C)Oc3ccc(NS(=O)(=O)c4c(C)noc4C)cc3C(=O)N([C@@H](C)CO)C[C@@H]2C)cc1 the results were BioA inh 1.3.
For C[C@@H]1CCCCO[C@H](CN(C)C(=O)c2ccncc2)[C@H](C)CN([C@H](C)CO)C(=O)c2cc(NS(=O)(=O)c3ccccc3)ccc2O1 the results were BioA inh 0.5.
CCNC(=O)[C@@H]1[C@@H](CO)[C@@H]2Cn3c(ccc(-c4ccc(OC)cc4)c3=O)[C@H]1N2S(C)(=O)=O was read as BioA inh -1.3.
Screening C[C@H]1CN([C@@H](C)CO)C(=O)c2cc(NC(=O)NC3CCCCC3)ccc2O[C@H]1CN(C)Cc1ccccc1 returned BioA inh 2.3.
C[C@H]1CN([C@@H](C)CO)C(=O)c2cc(-c3ccc(C(=O)N(C)C)cc3)cnc2O[C@@H]1CN(C)C(=O)c1cccnc1 was read as BioA inh -4.1.
O=C(N[C@@H]1CC[C@H](CCNS(=O)(=O)c2cccc(Cl)c2)O[C@H]1CO)c1ccc(F)cc1 was read as BioA inh 4.1.
Screening C[C@@H]1CN([C@H](C)CO)C(=O)Cc2cc(NS(=O)(=O)c3cccs3)ccc2O[C@H]1CN(C)Cc1ccc(C(F)(F)F)cc1 returned BioA inh 1.9.
C[C@@H]1CCCCO[C@@H](CN(C)C(=O)NC2CCCCC2)[C@@H](C)CN([C@H](C)CO)C(=O)c2cc(NC(=O)NC3CCCCC3)ccc2O1 was read as BioA inh 1.8.
For COC(=O)C[C@H]1C[C@H]2c3cc(NS(C)(=O)=O)ccc3O[C@H]2[C@H](CO)O1 the results were BioA inh 1.5.
Screening CO[C@H](CN(C)C(=O)Nc1ccc(F)cc1)[C@H](C)CN(Cc1ccccc1Cl)[C@@H](C)CO returned BioA inh 2.1.
For CNC[C@@H]1Oc2cc(C#Cc3cccnc3)ccc2S(=O)(=O)N([C@@H](C)CO)C[C@H]1C the results were BioA inh 0.3.
Screening Cc1noc(C)c1NC(=O)N(C)C[C@H]1Oc2ncc(C#CC3CCCC3)cc2C(=O)N([C@H](C)CO)C[C@H]1C returned BioA inh -1.2.
For O=C(O)CCCCCCC(=O)Nc1ccc(C2OC(CSc3ccncc3)CC(c3ccccc3)O2)cc1 (stereo not given) the results were BioA inh -1.7.
For Cc1noc(C)c1NC(=O)N(C)C[C@H]1OCCCC[C@H](C)Oc2ccc(NC(=O)NC3CCCCC3)cc2C(=O)N([C@H](C)CO)C[C@@H]1C the results were BioA inh -4.3.
CCC(=O)N(C)C[C@H]1Oc2ncc(C#Cc3ccc(OC)cc3)cc2C(=O)N([C@H](C)CO)C[C@H]1C was read as BioA inh 3.8.
COc1ccc(CN(C)C[C@H]2Oc3ccc(NC(=O)Nc4ccccc4)cc3C(=O)N([C@H](C)CO)C[C@H]2C)cc1 was read as BioA inh -0.9.
Screening COC(=O)[C@H]1[C@H](CO)[C@H]2Cn3c(ccc(-c4ccccc4F)c3=O)[C@@H]1N2C(=O)C1CCC1 returned BioA inh -1.3.
Screening Cc1noc(C)c1NC(=O)Nc1cccc2c1O[C@@H](CN(C)CC1CCCCC1)[C@H](C)CN([C@@H](C)CO)C2=O returned BioA inh 0.8.
For Cc1ccc(S(=O)(=O)Nc2ccc3c(c2)C(=O)N([C@H](C)CO)C[C@@H](C)[C@H](CN(C)S(=O)(=O)c2c(C)noc2C)OCCCC[C@@H](C)O3)cc1 the results were BioA inh 0.4.
COc1ccc(S(=O)(=O)N(C)C[C@H]2Oc3c(NS(=O)(=O)c4ccc(Cl)cc4)cccc3C(=O)N([C@@H](C)CO)C[C@@H]2C)cc1 was read as BioA inh -2.0.
For O=C(c1cccnc1)N1CCCCN2[C@H](CO)[C@H](c3ccc(C#Cc4cccnc4)cc3)[C@@H]2C1 the results were BioA inh -1.1.
For C[C@@H]1CN([C@@H](C)CO)C(=O)Cc2cc(NS(=O)(=O)c3ccccc3)ccc2O[C@@H]1CN(C)CC1CCCCC1 the results were BioA inh 1.8.
C[C@@H]1CCCCO[C@@H](CN(C)C(=O)C2CCCCC2)[C@H](C)CN([C@H](C)CO)C(=O)c2cc(NC(=O)CCC(F)(F)F)ccc2O1 was read as BioA inh 3.6.
Screening COc1cccc(S(=O)(=O)Nc2ccc3c(c2)[C@H]2C[C@@H](CC(=O)NCC(F)(F)F)O[C@@H](CO)[C@H]2O3)c1 returned BioA inh -0.7.
Screening CCCNC(=O)N(C)C[C@@H]1Oc2cc(-c3cccnc3)ccc2S(=O)(=O)N([C@H](C)CO)C[C@H]1C returned BioA inh -1.9.
For Cc1cccc(S(=O)(=O)N2C[C@@H](O)COC[C@H]3O[C@H](CC(=O)N4CCN(C)CC4)CC[C@@H]32)c1 the results were BioA inh 0.3.
Cc1noc(C)c1S(=O)(=O)Nc1ccc2c(c1)C(=O)N([C@@H](C)CO)C[C@@H](C)[C@@H](CN(C)C(=O)Nc1cccc3ccccc13)O2 was read as BioA inh -2.1.
CC(C)C#Cc1ccc2c(c1)O[C@@H](CN(C)Cc1ccccc1)[C@H](C)CN([C@H](C)CO)S2(=O)=O was read as BioA inh -1.5.
CNC[C@H]1Oc2cc(-c3cncnc3)ccc2S(=O)(=O)N([C@@H](C)CO)C[C@H]1C was read as BioA inh -0.3.
For C[C@@H](O)C#Cc1ccc([C@@H]2[C@H]3CN(CC4CC4)CCCCN3[C@H]2CO)cc1 the results were BioA inh 0.5.
`C[C@@H]1CCCCO[C@H](CN(C)S(=O)(=O)c2cn(C)cn2)[C@@H](C)CN([C@@H](C)CO)C(=O)c2cc(NC(=O)Nc3ccc(F)cc3)ccc2O1` gave BioA inh 2.4.
`O=C(Nc1ccccc1Cl)N1C[C@H]2[C@@H](c3ccccc31)[C@@H](CO)N2C(=O)c1cccnc1` gave BioA inh 0.0.
Screening CO[C@@H]1CN(C)C(=O)c2cc(NC(=O)C3CCOCC3)ccc2OC[C@@H](C)N(S(=O)(=O)c2ccc(C)cc2)C[C@H]1C returned BioA inh -0.4.
O=C(C[C@H]1CC[C@H]2[C@@H](COC[C@H](O)CN2Cc2ccc(F)cc2)O1)NCc1ccccc1Cl was read as BioA inh 7.2.
COc1ccc(NC(=O)N(C)C[C@@H]2Oc3ncc(C#CC(C)C)cc3C(=O)N([C@@H](C)CO)C[C@H]2C)cc1 was read as BioA inh 1.8.
Screening C[C@@H]1CN([C@@H](C)CO)C(=O)c2cc(-c3cncnc3)cnc2O[C@@H]1CN(C)C(=O)c1ccccc1F returned BioA inh -6.5.
Screening C[C@@H]1CN([C@H](C)CO)C(=O)c2cc(C3=CCCCC3)cnc2O[C@H]1CN(C)C(=O)c1ccncc1 returned BioA inh -2.7.
For O=C(C[C@H]1C[C@H]2c3cc(NC(=O)C4CCC4)ccc3O[C@H]2[C@H](CO)O1)NCc1cccc(F)c1 the results were BioA inh -2.7.
CNC[C@H]1Oc2c(NC(=O)Nc3cccc4ccccc34)cccc2C(=O)N([C@H](C)CO)C[C@@H]1C was read as BioA inh -2.4.
For CO[C@H]1CN(C)C(=O)c2cc(NC(=O)C3CCC3)ccc2OC[C@H](C)N(C)C[C@H]1C the results were BioA inh -2.3.
For CCC(=O)N1[C@@H]2Cn3c(cccc3=O)[C@H]1[C@@H](C(=O)NC1CCC1)[C@@H]2CO the results were BioA inh 0.3.

Five entries from above, arranged by length of the SMILES, rising:
Screening C[C@@H]1CN([C@H](C)CO)C(=O)c2cc(C3=CCCCC3)cnc2O[C@H]1CN(C)C(=O)c1ccncc1 returned BioA inh -2.7.
Screening Cc1noc(C)c1NC(=O)N(C)C[C@H]1Oc2ncc(C#CC3CCCC3)cc2C(=O)N([C@H](C)CO)C[C@H]1C returned BioA inh -1.2.
For Cc1cccc(S(=O)(=O)N2C[C@@H](O)COC[C@H]3O[C@H](CC(=O)N4CCN(C)CC4)CC[C@@H]32)c1 the results were BioA inh 0.3.
CCNC(=O)[C@@H]1[C@@H](CO)[C@@H]2Cn3c(ccc(-c4ccc(OC)cc4)c3=O)[C@H]1N2S(C)(=O)=O was read as BioA inh -1.3.
`C[C@@H]1CCCCO[C@H](CN(C)S(=O)(=O)c2cn(C)cn2)[C@@H](C)CN([C@@H](C)CO)C(=O)c2cc(NC(=O)Nc3ccc(F)cc3)ccc2O1` gave BioA inh 2.4.

Not all compounds are listed, so the mix of outcomes need not match the whole.
